mABHD4 FP – ABHD4 inhibitors, primary screen, biochemical, fluorescence polarization, mouse. (Lyso)-N-acylphosphatidylethanolamine lipase (Mus musculus), Q8VD66. purified mABHD4, FP-Rh probe fluorescence polarization. inhibition, % at 8.92 µM. 370,000 compounds, 0.54% hits;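 active = inhibition exceeding the mean over every tested compound plus 3 SD, cut at about 30% in these data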;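 note: 0% = plate median of compound wells and 100% = S159A mutant with DMSO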
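Test system: mABHD4 protein | Buffer or medium: HEPES pH 7.0 buffer, 150 mM NaCl, 0.01% Pluronic F-127 | Probe or stimulus: FP-Rh fluorescent activity-based probe, added after compound pre-incubation | Timing: Pre-incubation 45 min, probe exposure 60 min, at 25 °C | Technique: Fluorescence polarization, excitation 525 nm, emission 598 nm, BODIPY TMR filters | Repeats: Single well per compound (singlicate)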
NPR1 activator – GC-A stimulated cGMP production enhancers – HEK293 GC-A cells, cGMP TR-FRET, EC30 ANP, primary screen; activation, % at 10 µM; 0% at EC30 ANP, 100% saturating ANP; 370,000 compounds, 0.14% hits; Atrial natriuretic peptide receptor 1 (Homo sapiens), P16066; in the data active = activation above about 40%
PG9 binder – binders of HIV-1 gp120 antibody PG9, primary screen, biochemical, TR-FRET; HIV-1 gp120 / PG9 antibody interaction; TR-FRET gp120-PG9 antibody binding; inhibition, % at 6.7 µM; 360,000 compounds, 0.43% hits; AID 624416, 2012; in the data active = inhibition above about 8.5%
SMARCA2 act – SMARCA2 (BRM) function activators, primary screen, cell-based, luminescence, high throughput; AID 652017, 2013; activation, % at 9.1 µM; MG213 cells, MMTV-luciferase reporter, dexamethasone, overnight; 370,000 compounds, 1% hits; in the data active = activation above about 7.8%;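 note: 0% = vehicle wells and 100% = reference activator wells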
rCAG RNA binder – binders of r(CAG) RNA repeats, primary screen, biochemical, fluorescence; AID 651821, 2012; 370,000 compounds, 1.3% hits; inhibition, % at 3 µM; r(CAG) RNA repeat, TO-PRO-1 dye displacement fluorescence;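 active = inhibition above the plate cutoff, the mean of all test compounds on that plate plus 3 SD, cut at about 35% in these data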;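 note: 0% = DMSO alone and 100% = 100 µM mitoxantrone as full dye displacement; higher means more dye released from RNA so lower well fluorescence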
HTRA1 inhibitor – HTRA1 serine protease inhibitors, primary screen, biochemical, fluorescence polarization, HTS; 340,000 compounds, 0.5% hits; inhibition, % at 5.96 µM; recombinant HTRA1, FP-rhodamine activity-based probe; Q92743; in the data active = inhibition above about 36%;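 note: 0% = enzyme with DMSO and 100% = wells lacking enzyme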
ASAP1 GAP inh – inhibitors of human ASAP1 ArfGAP activity, primary screen, biochemical, fluorescence polarization | Arf-GAP with SH3 domain, ANK repeat and PH domain-containing protein 1 (Homo sapiens), … | ASAP1-stimulated ARF1 GTP hydrolysis, GDP FP detection | inhibition, % at 16.5 µM | 360,000 compounds, 0.19% hits; in the data active = inhibition above about 25%;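 note: 0% = vehicle with enzyme and substrate and 100% = no enzyme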
Rev-erbA mod – modulators of Rev-erb alpha DNA binding, primary screen, biochemical, FITC-DNA, fluorescence polarization, uHTS; Nuclear receptor subfamily 1 group D member 1 (Homo sapiens), P20393; Rev-erbα–FITC-DNA binding, 90 min; activity, % at 10 µM; 370,000 compounds, 0.79% hits;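 active = activity above about 14%, limit read from the data; passing the limit was not always enough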;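 note: 0% = DMSO wells with 35 nM protein and 100% = DMSO wells with 750 nM protein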
ARFGAP1 inhibitor – inhibitors of rat ARFGAP1 GAP activity, primary screen, biochemical, fluorescence polarization, GDP tracer. ADP-ribosylation factor GTPase-activating protein 1 (Rattus norvegicus), Q62848. Arfgap1-stimulated ARF1 GTP hydrolysis, GDP FP detection. inhibition, % at 16.5 µM. 360,000 compounds, 0.26% hits. AID 651572, 2012;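 active = inhibition above a per-plate limit, mean inhibition of low control wells plus 3 SD, cut at about 25% in these data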;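 note: 0% = DMSO wells with enzyme and 100% = wells lacking Arfgap1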
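Material: rat Arfgap1 catalytic domain, aa 1-136; also added: human ARF1(Δ1-17)-GTP substrate; compound dosing: one concentration, 16.5 µM, DMSO 1.26%; incubation: GTP hydrolysis reaction 2 h at 25 °C; measured by: Tracer-displacement fluorescence polarization with EDTA stop, 620/688 nm; evaluation: % inhibition from polarization; repeats: one replicate per compound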
GC-B act – human GC-B receptor activators, primary screen, HEK293 GC-B cells, cGMP TR-FRET, EC30 CNP | 370,000 compounds, 0.11% hits | AID 1920062, 2024 | activation, % at 10 µM | 0% at EC30 CNP, 100% saturating CNP;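 active = activation at 10 µM reaching about 35% in either raw or pattern-adjusted values, limit read from the data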
Target sequence (P20594 whole entry, looked up): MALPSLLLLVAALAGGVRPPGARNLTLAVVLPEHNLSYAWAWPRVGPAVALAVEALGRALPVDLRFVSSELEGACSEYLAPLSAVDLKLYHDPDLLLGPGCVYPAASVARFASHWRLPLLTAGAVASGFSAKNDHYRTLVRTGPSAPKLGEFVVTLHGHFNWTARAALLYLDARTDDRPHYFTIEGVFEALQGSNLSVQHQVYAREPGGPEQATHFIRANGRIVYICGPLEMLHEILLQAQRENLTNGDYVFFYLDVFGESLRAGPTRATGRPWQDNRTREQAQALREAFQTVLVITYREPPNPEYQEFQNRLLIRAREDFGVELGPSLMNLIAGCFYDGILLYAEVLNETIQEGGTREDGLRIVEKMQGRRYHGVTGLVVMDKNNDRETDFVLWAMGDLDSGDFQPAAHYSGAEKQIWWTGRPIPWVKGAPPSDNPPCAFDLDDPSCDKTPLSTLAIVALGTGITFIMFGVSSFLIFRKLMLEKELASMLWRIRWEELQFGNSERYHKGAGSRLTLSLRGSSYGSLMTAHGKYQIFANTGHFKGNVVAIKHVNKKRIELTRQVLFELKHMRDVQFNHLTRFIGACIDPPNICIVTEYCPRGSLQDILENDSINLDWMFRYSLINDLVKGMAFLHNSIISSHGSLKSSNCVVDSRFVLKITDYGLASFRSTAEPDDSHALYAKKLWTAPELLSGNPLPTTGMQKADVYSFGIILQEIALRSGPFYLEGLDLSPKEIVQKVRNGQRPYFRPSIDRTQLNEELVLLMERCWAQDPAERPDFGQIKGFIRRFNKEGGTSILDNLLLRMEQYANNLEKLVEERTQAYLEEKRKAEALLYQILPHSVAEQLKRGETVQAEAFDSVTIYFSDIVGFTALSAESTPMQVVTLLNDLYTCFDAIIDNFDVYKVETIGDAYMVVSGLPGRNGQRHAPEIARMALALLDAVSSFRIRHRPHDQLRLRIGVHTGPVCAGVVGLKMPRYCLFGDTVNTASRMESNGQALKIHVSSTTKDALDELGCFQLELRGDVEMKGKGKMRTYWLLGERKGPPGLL
The depositor's hits bear a star; / = no result given; & = joins results of further samples.

[1] O=C(Cc1ccccc1F)Nc1cc(S(=O)(=O)N2CCCCC2)ccc1N1CCOCC1
[2] CC(C)C[C@H]1CNC(=O)C(=O)N1C[C@@H]1CCCN1C[C@H](Cc1ccc(O)cc1)N1C[C@H](Cc2ccccc2)N(CC2CCCCC2)C(=O)C1=O
[3] NC(=O)c1cc(S(=O)(=O)Nc2ccc(OC(F)(F)F)cc2)cs1
[4] CCNc1ccc(C(=O)OCC)cc1NC(=O)c1cccc(S(=O)(=O)N2CCOCC2)c1
[5] O=C(CSc1nnc(Cc2csc(Nc3cccc(Cl)c3)n2)o1)N1CCc2ccccc21
[6] CCOc1ccc(NC(=O)CCCN2C(=S)NC(C)(C)CC2C)cc1 (configuration not stated)
compound no.	1	2	3	4	5	6
mABHD4 FP	7	-2	-4	-5	0	6
NPR1 activator	2	3	1	2	3	1
PG9 binder	-0.3	1.1	-2.1	-1.3	0.3	1.8
SMARCA2 act	-2	-2	-3	-1	1	-4
rCAG RNA binder	1	2	1	-2	19	-5
HTRA1 inhibitor	-4	/	7	3	-13	-1
ASAP1 GAP inh	5	-14	13	-4	-4	-6
Rev-erbA mod	3	-1	7	4	13	0
ARFGAP1 inhibitor	-12	8	3	13	-3	3
GC-B act	3	3	2	3	-12	0

[7] N#Cc1ccc(C23CC4(C2)[C@H](CN(Cc2ccc(C(F)(F)F)cc2)[C@@H]4c2ccccc2)C3c2ccc(C(F)(F)F)cc2)cc1 (some centres not stated)
[8] CCCc1ccc(OCC(O)CN2CCN(CCO)CC2)cc1 (configuration not stated)
[9] Cc1cc(=O)oc2cc(OCC(=O)OCC(=O)N3CCc4ccccc43)ccc12
[10] Cc1csc2c(=O)n(CCO)c(=O)[nH]c12
[11] COc1ccc(C(=O)CSc2nnnn2Cc2ccccc2)cc1
[12] O=c1cc(-c2ccncc2)oc2c1ccc1ccccc12
compound no.	7	8	9	10	11	12
mABHD4 FP	-4	0	7	-1	1	-3
NPR1 activator	-4	4	-3	-2	1	15
PG9 binder	-0.3	1.1	2.1	-0.8	-1.2	0.8
SMARCA2 act	-2	-2	2	1	-4	1
rCAG RNA binder	6	-5	-1	-1	-3	4
HTRA1 inhibitor	/	7	2	/	-4	0
ASAP1 GAP inh	6	3	12	-11	-12	1
Rev-erbA mod	0	-5	1	-4	0	-4
ARFGAP1 inhibitor	16	3	0	17	1	-5
GC-B act	0	0	-3	2	1	23

[13] CCCCNC(=O)CC1N=C2c3ccccc3N=C(SCC(=O)Nc3ccccc3C)N2C1=O (configuration not stated)
[14] CCOC(=O)Cn1cc(/C=N/NC(=O)c2cc3ccccc3o2)c2ccccc21
[15] COc1cccc(-c2nn(-c3ccc(F)cc3)cc2C(=O)NCC2CCCO2)c1 (configuration not stated)
[16] CCn1nnc(NC(=O)CSc2ccc(Cl)cc2)n1
[17] N=C1S/C(=C\c2cccc3ccccc23)C(=O)N1c1ccc(F)cc1
[18] O=C(NCC1CCCN(C(=O)Cc2ccccc2Cl)C1)c1ccc(F)cc1 (configuration not stated)
compound no.	13	14	15	16	17	18
mABHD4 FP	2	-3	-1	/	-12	4
NPR1 activator	0	3	0	2	0	-3
PG9 binder	-1.0	0.7	0.8	/	-2.5	-0.2
SMARCA2 act	-1	1	-3	/	2	-2
rCAG RNA binder	4	9	-4	/	7	-4
HTRA1 inhibitor	2	-5	-6	-2	-29	6
ASAP1 GAP inh	6	2	-8	/	-6	2
Rev-erbA mod	6	0	0	-9	-4	-1
ARFGAP1 inhibitor	-1	-9	2	/	0	6
GC-B act	7	1	1	-5	-4	-2

[19] COc1cccc(-c2ccc(SCC(=O)N3CCN(c4ccccc4)CC3)nn2)c1
[20] CC1CCN(C(=O)c2cc3ccccc3cc2O)CC1
[21] Cc1cc(OCC(=O)NCCN2CCOCC2)cc(C)c1Br
[22] CCC(C)[C@H](NC(=O)NCc1ccccn1)C(=O)OC (some centres not stated)
[23] Cc1ccc(-c2csc(NC(=O)CSc3nc(C)cs3)n2)cc1
[24] Cc1ccc(C)c(NC(=O)CSc2nnc(-c3cc(C)[nH]n3)n2N)c1
compound no.	19	20	21	22	23	24
mABHD4 FP	-4	1	3	-1	-30	-13
NPR1 activator	-4	0	6	3	6	4
PG9 binder	-1.9	-0.1	0.6	1.7	1.3	-1.3
SMARCA2 act	0	2	0	-2	-4	-3
rCAG RNA binder	-3	-1	1	-3	3	3
HTRA1 inhibitor	0	-2	-8	1	-48	1
ASAP1 GAP inh	-1	-1	7	0	10	-5
Rev-erbA mod	-4	3	-1	4	0	-4
ARFGAP1 inhibitor	7	-6	10	4	-8	4
GC-B act	-4	-5	2	3	-1	2

[25] CCn1cc(C(=O)Nc2ccc3c(c2)OCCO3)c2cc(OC)c(OC)cc2c1=O
[26] CCOC(=O)c1c(CN2CCOCC2)n(-c2ccccc2)c2cc(Br)c(O)c(CN(C)C)c12
[27] COc1cccc(C(=O)N[C@@H](Cc2cccnc2)C(=O)N2CCC[C@H]2C(=O)NC2CCCC2)c1
[28] CCC(=O)N1CC2(CC(c3cccc([N+](=O)[O-])c3)=NO2)C[C@H]1C(=O)NCC(N)=O (some centres not stated)
[29] O=C(/C=C/c1ccc(OC(F)F)cc1)OCC(=O)N1CCC(c2ccccc2)=N1
[30] c1ccc(Cc2nc3ccccc3n2Cc2ccccc2)cc1
compound no.	25	26	27	28	29	30
mABHD4 FP	-11	3	2	5	4	-6
NPR1 activator	1	-4	6	2	2	-5
PG9 binder	0.7	0.3	-1.0	-0.6	-3.8	1.1
SMARCA2 act	-7	0	-1	3	-3	-2
rCAG RNA binder	5	5	0	2	3	-3
HTRA1 inhibitor	4	-11	/	0	3	-14
ASAP1 GAP inh	4	9	1	1	3	10
Rev-erbA mod	-5	-5	6	0	2	-2
ARFGAP1 inhibitor	-13	5	-1	-14	-2	5
GC-B act	-1	-9	4	5	-2	-8

[31] COc1cc(-c2cc(NC=O)c3ncc(-c4ccc(F)cc4)n3c2)cc(OC)c1OC
[32] NC(=O)C(c1ccc(Cl)cc1)c1ccc(Sc2ccccc2)nn1 (configuration not stated)
[33] O=C(O)CN(c1ccccn1)S(=O)(=O)c1ccccc1
[34] OCCN1CCN(Cc2cccc(Oc3ccc(Cl)cc3)c2)CC1
[35] CCn1c(SCC(=O)Nc2cccc(C(C)=O)c2)nnc1C(C)C
[36] COc1ccnc(Oc2cccc(C(F)(F)F)c2)c1C(=O)N/C=N/OCc1ccccc1F
compound no.	31	32	33	34	35	36
mABHD4 FP	-12	-13	3	10	-2	-26
NPR1 activator	17	2	-2	6	-2	-4
PG9 binder	-0.6	0.9	0.1	0.8	1.9	0.1
SMARCA2 act	-5	-1	5	0	-4	-2
rCAG RNA binder	9	-5	-2	-8	0	-6
HTRA1 inhibitor	/	-7	5	7	-3	-40
ASAP1 GAP inh	-4	-10	-3	6	-7	-9
Rev-erbA mod	0	4	3	3	-2	-5
ARFGAP1 inhibitor	-7	-5	2	-5	10	11
GC-B act	20	1	5	-2	0	7

[37] Cc1[nH]nc2c1C(c1ccccc1)N(Cc1ccccc1)C2=O (configuration not stated)
[38] CCOc1cc(NC(=O)C2CC2)c(OCC)cc1NC(=O)c1cccc(F)c1
[39] Cn1c(=O)cc(OCCCC(=O)NCc2ccc3c(c2)OCO3)c2ccccc21
[40] O=C(c1cccc(S(=O)(=O)N2CCOCC2)c1)N1CCN(c2ncccn2)CC1
[41] COC(=O)C1=C(C)NC(C)=C([N+](=O)[O-])C1c1ccccc1C(F)(F)F (configuration not stated)
[42] CC(=O)N(c1ccc2oc(=O)sc2c1)S(=O)(=O)c1cccc2cccnc12
compound no.	37	38	39	40	41	42
mABHD4 FP	0	1	5	-12	-1&-12	-21
NPR1 activator	5	-4	-3	-1	-6&-11	6
PG9 binder	-1.1	1.0	0.1	-0.4	-2.4&-0.1	0.0
SMARCA2 act	0	-5	1	-1	-3&-9	-1
rCAG RNA binder	3	-1	-3	0	4&1	37*
HTRA1 inhibitor	/	-9	4	0	-5&-6	12
ASAP1 GAP inh	0	10	-11	-4	4&0	-6
Rev-erbA mod	6	-7	3	-1	-4&9	-2
ARFGAP1 inhibitor	-3	-7	-8	4	9&1	-17
GC-B act	0	1	-5	-3	1&-2	4

[43] COc1ccc(C(c2nnnn2Cc2ccc(F)cc2)N2CCN(c3ccccc3)CC2)cc1 (configuration not stated)
[44] COC(=O)Nc1ccc(S(=O)(=O)N(C)CC(F)(F)C(F)F)cc1
[45] O=C(NCCc1nnc2ccccn12)c1cccs1
[46] COc1ccc(Nc2nc(N)nc(C(F)(F)F)n2)c(OC)c1
[47] Cc1ccc(OCC(=O)NC(=S)Nc2cccc(NC(=O)c3ccccc3)c2)cc1
[48] Cn1cc(C2N3CC4(C)CN2CC(C)(C3)C4=O)c2ccccc21 (configuration not stated)
[49] CN1C2=N[C@@H](c3ccc4ccccc4c3)CC(=O)N2/C(=C\c2ccccc2)[C@H]1c1ccccc1
compound no.	43	44	45	46	47	48	49
mABHD4 FP	-5	0	-2	2	-7	4	-9
NPR1 activator	-3	-2	0	3	-8	-6	-20
PG9 binder	-3.1	-0.1	1.3	0.1	-0.8	-1.0	/
SMARCA2 act	2	0	1	0	-4	0	/
rCAG RNA binder	-3	-1	-2	-1	-4	-3	/
HTRA1 inhibitor	-20	1	6	-2	-10	-2	/
ASAP1 GAP inh	12	10	-4	-11	6	6	/
Rev-erbA mod	1	4	-5	4	2	17*	-1
ARFGAP1 inhibitor	-6	-9	9	-7	7	3	/
GC-B act	-8	1	3	-1	1	0	-23

Record cards, as listed above.
CN1C2=N[C@@H](c3ccc4ccccc4c3)CC(=O)N2/C(=C\c2ccccc2)[C@H]1c1ccccc1 is listed with mABHD4 FP = -9; NPR1 activator = -20; PG9 binder = /; SMARCA2 act = /; rCAG RNA binder = /; HTRA1 inhibitor = /; ASAP1 GAP inh = /; Rev-erbA mod = -1; ARFGAP1 inhibitor = /; GC-B act = -23
Cn1cc(C2N3CC4(C)CN2CC(C)(C3)C4=O)c2ccccc21 (configuration not stated) is listed with mABHD4 FP = 4; NPR1 activator = -6; PG9 binder = -1.0; SMARCA2 act = 0; rCAG RNA binder = -3; HTRA1 inhibitor = -2; ASAP1 GAP inh = 6; Rev-erbA mod = 17*; ARFGAP1 inhibitor = 3; GC-B act = 0
COc1ccc(C(c2nnnn2Cc2ccc(F)cc2)N2CCN(c3ccccc3)CC2)cc1 (configuration not stated) is listed with mABHD4 FP = -5; NPR1 activator = -3; PG9 binder = -3.1; SMARCA2 act = 2; rCAG RNA binder = -3; HTRA1 inhibitor = -20; ASAP1 GAP inh = 12; Rev-erbA mod = 1; ARFGAP1 inhibitor = -6; GC-B act = -8

Screening results deposited in PubChem BioAssay by several laboratories.
